# From PubChem
# esBAF inh: inhibitors of esBAF chromatin remodeling in mouse ES cells. Bmi1-luciferase knock-in reporter, 24 h; 100% = twice the neutral-well signal. reporter increase, % at 12.5 µM. hit rate 2% among 350,000. AID 602393; in the data active = activation above about 40%; inconclusive = no clear call, values can overlap the other calls;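 also: 0% = median of the plate's neutral control wells and 100% = double that signal; a rise in the Bmi1 reporter signal indicates esBAF inhibition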
# SIRT5 inh: blocks human SIRT5 desuccinylation of peptide; Q9NXA8; Purified SirT5, succinyl-peptide AMC, trypsin-coupled fluorescence; inhibition, % at 15 µM; hit rate 1.1% among 330,000; AID 652115; in the data active = inhibition above about 15%; inconclusive = no clear call, values can overlap the other calls
# Target sequence (Q9NXA8 whole entry, looked up): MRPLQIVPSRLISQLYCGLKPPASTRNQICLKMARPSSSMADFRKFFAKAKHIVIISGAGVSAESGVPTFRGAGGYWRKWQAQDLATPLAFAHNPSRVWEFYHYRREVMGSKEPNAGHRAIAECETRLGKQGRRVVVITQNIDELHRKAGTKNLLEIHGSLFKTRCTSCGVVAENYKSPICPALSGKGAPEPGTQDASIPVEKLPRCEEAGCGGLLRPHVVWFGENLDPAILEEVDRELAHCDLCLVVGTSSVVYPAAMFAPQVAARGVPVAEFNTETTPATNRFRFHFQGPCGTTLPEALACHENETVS
# Statin myotox sup: suppressors of simvastatin-induced myotoxicity in C2C12 myotubes; ATP luminescence, 48 h; scaled: DMSO 0, geranylgeraniol control 100; rescue of ATP level, % at 7.49 µM; hit rate 0.78% among 330,000; AID 602340;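 active = mean ATP rescue above about 67%, or every replicate alone reaching that limit, limit read from the data, passing the limit was not always enough; inconclusive = no clear call, values can overlap the other calls; inactive = mean under the limit and some replicate under it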;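 also: myotubes were challenged with 10 µM simvastatin during compound exposure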
# ERp5 block: inhibitors of human ERp5; inhibition, % at 9.99 µM; hit rate 0.05% among 350,000; ERp5 insulin aggregation, absorbance 650 nm, 90 min; Q15084;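 active = mean replicate inhibition above about 25%, with every replicate also reaching it, limit read from the data, passing the limit was not always enough; inconclusive = only one of those two criteria met; inactive = neither criterion met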
# Target sequence (Q15084 whole entry, looked up): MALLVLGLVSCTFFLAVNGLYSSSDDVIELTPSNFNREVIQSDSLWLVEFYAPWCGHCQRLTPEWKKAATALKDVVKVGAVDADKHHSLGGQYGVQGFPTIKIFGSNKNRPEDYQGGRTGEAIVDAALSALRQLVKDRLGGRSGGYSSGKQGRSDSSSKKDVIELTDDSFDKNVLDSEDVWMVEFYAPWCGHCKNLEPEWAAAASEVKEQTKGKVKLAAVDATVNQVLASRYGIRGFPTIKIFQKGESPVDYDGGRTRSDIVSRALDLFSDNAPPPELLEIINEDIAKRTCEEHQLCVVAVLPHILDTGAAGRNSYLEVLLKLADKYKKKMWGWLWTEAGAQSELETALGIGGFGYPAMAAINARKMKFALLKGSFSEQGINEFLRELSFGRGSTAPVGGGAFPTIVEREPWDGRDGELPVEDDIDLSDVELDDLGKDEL
# miR122 inh: inhibitors of miR-122 in Huh7 cells | Huh7 miR-122 Renilla luciferase sensor, 48 h; neutral wells = 0, positive control = 100 | activation (reporter increase), % at 12.5 µM | hit rate 0.3% among 340,000 | AID 602342;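 active = mean replicate activation score at least 90 and every replicate individually at or above 90; inconclusive = only one of the two criteria met; inactive = neither criterion met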;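 also: higher luciferase means less miR-122 activity so hits act as miR-122 inhibitors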
# ARNT-TACC3 inh: disruptors of human ARNT/TACC3 interaction. hit rate 0.66% among 390,000. AlphaScreen His-ARNT PAS-B/GST-TACC3 binding, luminescence; TACC3 fragment carries E629A point mutation. inhibition, % at 9.99 µM. Q9Y6A5;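 active = mean inhibition of replicates at least 50% and at least half of replicates each reaching 50%; inconclusive = half or more replicates reach 50% but mean below 50%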;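 also: 0% = complete ARNT plus TACC3 wells and 100% = ARNT alone without TACC3; many hits fall short of the cut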
# Cneo AK release: causes C. neoformans cell lysis. adenylate kinase release luminescence, 4 h; normalised: neutral wells 0, clomiphene wells 100. lysis activity, % at 15 µM. hit rate 0.2% among 360,000;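 active = mean lysis activity across replicates of at least 80%, whatever share of replicates individually reach that level; inactive = mean lysis activity below 80%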
#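 Assay system: C. neoformans cells. Amount: yeast cell density of 5 × 10^6 cells/mL. Technique: AK luminescence. Buffer or medium: YPD. Times: static 4 h at 37 °C with compound, 1 h detection. Dosing: single-point compound dose. Read-out: lysis from increased AK signal.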
# Active calls of the source: *; u = inconclusive; x = not tested or not shown; [ ] = remark or other dose.
# The line under a structure holds: esBAF inh	SIRT5 inh	Statin myotox sup	ERp5 block	miR122 inh	ARNT-TACC3 inh	Cneo AK release
CCCCN1C(=O)C(=O)N(CC(=O)c2ccc3c(c2)OCO3)C1=O
 : 10	-1	-12	-6	25	-2	-1
CN1CCN(C(=O)C2=C[C@H](c3ccc(C(F)(F)F)cc3)C[C@H](OCCCCO)O2)CC1
 : -8	-3	-1	3	-4	-2	-1
CC1C(=O)N(Cc2cn(CCC3OCCCO3)nn2)CCS(=O)(=O)N1Cc1ccc(-c2cccc(CO)c2)cc1 (stereo not drawn)
 : 2	-1	-1	-4	-6	x	-1
CN(C)CCCN1c2ccccc2CCc2ccc(Cl)cc21
 : -10	-9	-5	2	-3	-4	3
CCn1c(SCC(=O)Nc2cc(C)on2)nnc1-c1ccncc1
 : -3	x	6	x	-8	2	3
COC(=O)c1cc(C)sc1NC(=O)CSc1ncccn1
 : -11	5	3	-3	-1	0	-2
O=C(O)c1cc(N/N=C/c2ccc(OCc3ccccc3)cc2)ccc1Cl
 : x	4	x	2	x	-7	x
CCc1nc2ccc(C(=O)N3CCN(S(=O)(=O)CC)CC3)cn2c1N(C)C(=O)c1cccc(OC)c1
 : 6	-2	-3	2	-7	x	-1
CO[C@H]1CN(C)C(=O)c2cc(NC(=O)c3cnccn3)ccc2OC[C@@H](C)N(CCc2ccccc2)C[C@H]1C
 : 2	x	-19	-2	x	5	1
COC(=O)/C(C#N)=C/c1c[nH]c2ccccc12
 : x	2	x	15	x	7	x
COc1cc(C(=O)NCC(=O)N2CCN(S(=O)(=O)c3ccccc3)CC2)cc(OC)c1OC
 : x	-4	x	-5	-1	-5	x
Cc1ccc(NC(=O)CN2CCN(c3ccccn3)CC2)c(Cl)c1
 : 17	x	22	x	-4	1	x
COc1ccc(OCc2cc(C(=O)N(C)Cc3nccn3C)no2)c2ccccc12
 : 0	0	19	4	9	13	-1
CS(=O)(=O)c1cc(C(=O)O)cc(NCc2ccccc2)c1Oc1ccccc1
 : -4	1	-12	-1	-4	x	2
CN1C(=O)c2cc(NC(=O)c3ccc(F)cc3)ccc2OC[C@@H]2O[C@@H](CC(=O)O)CC[C@@H]21
 : -4	1	-4	0	-5[16.7 µM]	-11	8
O=C1CCC([N+](=O)[O-])C(c2ccc(C(F)(F)F)cc2)N1 (stereo not drawn)
 : x	-6	x	1	x	-8	x
CC1(C)C=Cc2cc(-c3coc4cc(O)cc(O)c4c3=O)cc(O)c2O1
 : 68*	9	38	1	4	2	-4
COc1ccc(-c2csc3ncnc(N4CCN(c5cccc(OC)c5)CC4)c23)cc1
 : -12	-1	-2	1	-3	1	-2
CC(C)NC(=O)N1CCCCN2[C@H](CO)[C@@H](c3ccc(Br)cc3)[C@@H]2C1
 : 17	-3	13	-4	16[16.7 µM]	-2	-3
COCCCN(C(=S)NC(=O)c1ccc(Br)cc1)c1c(N)n(Cc2ccccc2)c(=O)[nH]c1=O
 : x	-1	x	0	x	-3	x
O=C(C[C@@H]1CC[C@H]2[C@@H](COC[C@H](O)CN2C(=O)c2ccccc2F)O1)N1CCOCC1
 : 1	-3	3	3	-1[16.7 µM]	-8	3
Cc1ccccc1NC(=O)Cc1nc(COC(=O)c2cc([N+](=O)[O-])ccc2NCCO)cs1
 : 10	3	11	1	-7	4	-2
COC(=O)c1cc(C(=O)OC)cc(N2C(=O)CC(NNC(=O)c3ccccc3Br)C2=O)c1 (stereo not drawn)
 : -4	x	-35	x	1	x	0
COc1ccc(-c2cc(=O)c3c(O)c(OC)c(O)cc3o2)cc1
 : -45	0	-5	2	1	5	-4
COc1cc(C(=O)NC(c2ccccc2)c2ccccc2)cc(OC)c1C
 : -5	x	5	x	x	-3	1
COc1ccc(S(=O)(=O)NN(C)c2nc(C(F)(F)F)nc3ccccc23)cc1
 : x	-6	x	-3	x	-2	x
Cc1snc(SCC(=O)N/N=C(\N)COc2ccc(F)cc2)c1C#N
 : -4	x	-8	x	2	-12	-1
CC1(C(=O)O)CCN1C(=O)c1cccc(OC(F)(F)F)c1 (stereo not drawn)
 : 11	0	10	-3	0	x	-1
COCCN(CC(=O)NC1CCCCC1)C(=O)c1csnn1
 : 4	x	4	x	-9	-2	1
CCN(C(=O)CCS(=O)(=O)c1cccc2nsnc12)c1cccc(C)c1
 : -2	-10	-8	4	0	-3	-1
CCOc1ccc2nc(N3CCCC(C(=O)NCCCN4CCOCC4)C3)sc2c1 (stereo not drawn)
 : 26	-3	-3	-3	-1	3	0
C#CCN(C[C@H]1[C@H](OC(=O)NCc2ccc(OC)c(OC)c2)[C@H](OC(=O)NCc2ccc(OC)c(OC)c2)C[C@@H](C(=O)OC)[C@H]1C(=O)OC)S(=O)(=O)c1ccc(C)cc1
 : 2	1	3	-11	-14	x	-3
COC(=O)Cc1cc(=O)[nH]c(/N=C(\N)Nc2ccccc2)n1
 : -6	x	u	x	2	3	x
CCn1c(=O)c2sccc2n2c(CCCC(=O)N3CCN(c4ccccn4)CC3)nnc12
 : 0	-1	-19	5	x	5	3
COc1ccc2oc(C(=O)N3CCN(C(=O)c4ccco4)CC3)c(C)c2c1
 : -1	-1	2	1	-11	-11	-2
CCOc1ccccc1Nc1nc(N)nc(CN(C)C2CCCCC2)n1
 : 0	0	-21	9	3	63*	0
Oc1ccccc1/C=N/NC(=S)NCCc1ccccc1
 : 27	0	-2	2	-3	5	9
O=C(C[C@@H]1CC[C@@H]2[C@H](COC[C@H](O)CN2Cc2nccs2)O1)NCc1ccccc1
 : 6	0	-6	1	2[16.7 µM]	5	1
COc1cc(OC)cc(C(=O)NNC(=O)C(=O)Nc2cc(OC)c(Cl)cc2OC)c1
 : -5	0	-11	-2	-13	-6	0
CN1CC(c2ccccn2)C2(SC(=S)N(Cc3ccccc3)C2=O)C12C(=O)Nc1ccccc12 (stereo not drawn)
 : -2	x	2	x	4	8	0
Cc1ccc(-n2c(C(C)C)nc3oc4ccccc4c(=O)c3c2=O)cc1
 : x	-4	x	-1	x	2	x
COC(=O)[C@@]1(Cc2ccc(OC)cc2)[C@H]2c3cc(C(=O)N(C)C)n(CCSCCO)c3C[C@H]2CN1C(=O)c1ccccc1
 : -5	x	3	x	-5	0	-3
CC(Oc1ccc(Br)cc1)C(=O)Nc1ccncc1 (stereo not drawn)
 : x	-4	x	-2	x	-3	x
CC(=O)Nc1cc2c(cc1Cl)-c1ccccc1C2O (stereo not drawn)
 : 4	x	2	-7	x	-4	-2
Nn1c(=S)[nH]c2sc3c(c2c1=O)CCCC3
 : x	1	x	4	x	7	x
C[C@@H]1CN([C@@H](C)CO)S(=O)(=O)c2ccc(-c3ccccc3F)cc2O[C@@H]1CN(C)Cc1cncnc1
 : -6	-2	-70	-3	7[16.7 µM]	3	-1
COc1cc(/C=N/NC(=O)c2sc3nc(C)cc(C)c3c2N)ccc1O
 : x	7	x	3	-2	2	8
O=C(Nc1nnc([C@@H]2C[C@H](O)[C@@H](CO)O2)s1)Nc1cccc2ccccc12
 : 8	0	11	-7	0	x	6
Cc1cc(C(=O)N(C)CC(=O)Nc2cccc(F)c2)no1
 : -8	1	19	-2	-6	-3	0
CCCN(C)C[C@@H]1Oc2cc(Br)ccc2S(=O)(=O)N([C@H](C)CO)C[C@@H]1C
 : -1	4	9	3	0[16.7 µM]	-4	2
COc1ccc(N(C)C(=O)CN(C)S(=O)(=O)c2ccc3c(c2)c(=O)n(C)c(=O)n3C)c(OC)c1
 : 10	-3	-4	8	-5	-4	-4
COc1ccc(NC(=O)Cn2nnc(-c3ccccc3NC(=O)C3CC3)n2)cc1
 : -12	x	-21	x	10	x	2
Cc1ccc(S(=O)(=O)Nc2ccc3c(c2)C(=O)N([C@@H](C)CO)C[C@H](C)[C@@H](CN(C)C(=O)NC2CCCCC2)OCCCC[C@H](C)O3)cc1
 : 3	7	x	4	-5[16.7 µM]	-3	2
Fc1ccc(-n2cc(-c3ccccc3)c3c(N4CCOCC4)ncnc32)cc1
 : x	8	x	4	x	4	x
Cc1c(NS(=O)(=O)c2ccc(N3CCN(C)CC3)c([N+](=O)[O-])c2)c(=O)n(-c2ccccc2)n1C
 : 3	-5	0	0	0	3	x
Cc1nc(C(=O)NC2CC2)sc1C1(C)CC(c2cccc([N+](=O)[O-])c2)=NO1 (stereo not drawn)
 : 15	x	17	x	8	4	4
Cn1c(=O)oc2cc(S(=O)(=O)NC3CCCc4ccccc43)ccc21 (stereo not drawn)
 : 1	-2	3	-5	12	-3	-1
O=C(N[C@@H]1CC[C@@H](CCNS(=O)(=O)c2ccc(F)cc2)O[C@@H]1CO)C1CCC1
 : -4	1	3	-4	x	-10	-1
C[C@@H]1CN([C@@H](C)CO)C(=O)c2cc(-c3ccncc3)cnc2O[C@H]1CN(C)Cc1ccc(Oc2ccccc2)cc1
 : -8	2	-28	2	-7[16.7 µM]	4	8
O=C(CCCOc1ccccc1)Nc1ccncc1
 : 1	x	-8	x	x	0	-9

# Following part.
# The line under a structure holds: esBAF inh	SIRT5 inh	Statin myotox sup	ERp5 block	miR122 inh	ARNT-TACC3 inh	Cneo AK release
Cc1ccc(CCNC(=O)C2CC(=O)N(CCc3ccccc3)C2)cc1 (stereo not drawn)
 : 6	0	2	0	-7	-6	0
CN1C(=O)c2cc(NC(=O)c3cscn3)ccc2OC[C@@H]2O[C@@H](CC(=O)N3CCCCC3)CC[C@@H]21
 : -2	2	0	4	4[16.7 µM]	-11	-1
COc1ccc(CNC(=O)c2sc(=O)n(Cc3cc(C(C)=O)ccc3OC)c2C)cc1
 : 12	x	4	-2	x	x	-1
CS(=O)c1ccccc1-c1nc(-c2cccc(Cl)c2)no1 (stereo not drawn)
 : 38	1	4	-1	6	x	-2
O=C(Nc1cccc(NC(=O)c2ccco2)c1)c1cccc(Br)c1
 : 4	x	27	0	x	2	-2
COc1cc(CCC(=O)NNC(=O)c2ccc(C)cc2)cc(OC)c1OC
 : x	10	x	1	-5	-6	-3
CCOc1ccc(C(=O)C2CCN(C(=O)c3ccc([N+](=O)[O-])cc3)CC2)cc1
 : 1	2	-9	4	-7	-3	-6
CCOC(=O)N1CCN(CC(=O)c2c(C)[nH]c3ccccc23)CC1
 : -4	x	-2	x	-3	-12	-1
Cc1ccc(C)c(NC(=O)C(=O)NCCCN2CCOCC2)c1
 : x	-8	x	-2	x	-3	x
O=C(NCc1ccccc1)C(c1ccco1)N(C(=O)c1cnccn1)c1ccc(F)cc1 (stereo not drawn)
 : 0	x	2	x	6	6	1
CC(C)NC(=O)N(C)C[C@H]1Oc2c(NC(=O)NC3CCCCC3)cccc2C(=O)N([C@H](C)CO)C[C@H]1C
 : 5	1	-8	3	-2[16.7 µM]	-6	2
COc1ccc(S(=O)(=O)N2CCOCC2)cc1NC(=O)CSc1n[nH]c(C(C)C)n1
 : -6	20*	-3	4	-5	5	-1
CCCS(=O)(=O)c1cnc(C2COc3ccccc3O2)nc1N (stereo not drawn)
 : -86	-3	-55	0	x	1	-5
CCCCNC(=O)NS(=O)(=O)c1ccc(C(=O)OC(C)C)o1
 : -1	x	6	x	-3	1	0
CCOC(=O)C1CCCN(C(=O)c2sc3nc4n(c(=O)c3c2C)CCC4)C1 (stereo not drawn)
 : -6	-2	1	-9	x	3	0

# Compound profiles, from the list above.
# CC1(C)C=Cc2cc(-c3coc4cc(O)cc(O)c4c3=O)cc(O)c2O1 is listed as esBAF inh: 68*; SIRT5 inh: 9; Statin myotox sup: 38; ERp5 block: 1; miR122 inh: 4; ARNT-TACC3 inh: 2; Cneo AK release: -4
# C[C@@H]1CN([C@@H](C)CO)C(=O)c2cc(-c3ccncc3)cnc2O[C@H]1CN(C)Cc1ccc(Oc2ccccc2)cc1 is listed as esBAF inh: -8; SIRT5 inh: 2; Statin myotox sup: -28; ERp5 block: 2; miR122 inh: -7[16.7 µM]; ARNT-TACC3 inh: 4; Cneo AK release: 8
# COC(=O)c1cc(C(=O)OC)cc(N2C(=O)CC(NNC(=O)c3ccccc3Br)C2=O)c1 (stereo not drawn) is listed as esBAF inh: -4; SIRT5 inh: x; Statin myotox sup: -35; ERp5 block: x; miR122 inh: 1; ARNT-TACC3 inh: x; Cneo AK release: 0
